Source: PubChem (several laboratories)
AI-2 QS modul – modulates the Vibrio harveyi AI-2 quorum sensing system | Vibrio harveyi JMH597 AI-2 luminescence/OD600 ratio, 9 h; active compounds read low; strain lacks LuxN and CqsS sensors; 0 = neutral-control median | activity change, % at 7.5 µM | 300,000 tested, 0.4% active | AID 2094; in the data active = activity change below about -75%, passing the limit was not always enough; inconclusive = no clear call, values can overlap the other calls;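 also: luminescence divided by OD600 gain over 9 h not by final OD600 alone; inactives centre near 13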
IEC-6 cytotox – kills IEC-6 intestinal cells in KLF5 counter-screen; IEC-6 cytotoxicity, luminescence viability; inhibition, % at 5 µM; 290,000 tested, 0.78% active; in the data active = inhibition above about 22%;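 also: 0% = plate median of test compound wells and 100% = cytotoxic reference compound wells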
HSP90 refold inh – inhibitors of HSP90 luciferase refolding in rabbit reticulocyte lysate; inhibition, % at 5.6 µM; luciferase refolding luminescence, 3 h; 290,000 tested, 0.91% active; AID 1789;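 active = inhibition above the screen-wide mean plus 3 SD, computed separately per campaign, cut at about 16% in these data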;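 also: 0% = DMSO wells and 100% = 60 µM geldanamycin wells; inhibitors lower the luminescence because luciferase stays unfolded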
aSyn 5UTR inh – 5' untranslated region of α-synuclein, MLPCN primary screen; alpha-synuclein 5'UTR reporter, inhibitor activity; inhibition, % (tested at 7.5 µM); 300,000 tested, 0.82% active; AID 1813; in the data active = inhibition above about 60%; inconclusive = no clear call, values can overlap the other calls;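 also: H4 neuroglioblastoma cells stably carrying SNCA 5'UTR luciferase fusion; 0% = DMSO wells and 100% = positive control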
HSF1 activator – increases HSF-1 driven luciferase reporter signal | 300,000 tested, 1.7% active | NIH3T3-HGL HSF-1 luciferase reporter, MG132, 8 h; 100% = twice DMSO control signal | activation, % at 9 µM;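 active = mean replicate activation of at least 50% with a set share of replicates each reaching 50%; inconclusive = only one of those two conditions met; inactive = mean below 50% and too few replicates reaching it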;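 also: 0% = median of the neutral control wells and 100% = twice that signal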
KLF5 inhibitor – inhibitors of KLF5 expression; DLD-1 KLF5 promoter-luciferase reporter, luminescence; 290,000 tested, 0.23% active; inhibition, % at 5 µM;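 active = inhibition above a per-plate limit of that plate's mean compound inhibition plus 3 SD, cut at about 60% in these data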;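 also: 0% = DMSO wells and 100% = LY294002 at 200 µM; higher means less KLF5 promoter-driven luciferase light; inactives centre near -14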
PolyA inhibitor – yeast polyadenylation inhibition; S. cerevisiae SKY197-pL101 polyadenylation reporter, beta-gal luminescence; efflux-impaired pdr1/pdr3 knockout yeast; score 100 = 6 SD above DMSO; calls only at 12 µM; 300,000 tested, 0.02% active;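 active = lowest replicate activity score at least 50, where 100 means six control SD above control mean; inconclusive = lowest score under 50 but half or more replicates reach 50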;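 also: yeast exposed to compound for 9 h at 30 °C; higher score means more reporter readthrough which indicates perturbed polyadenylation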
GSK3A inh – human GSK-3 alpha kinase inhibition. AID 2650. inhibition, % at 10 µM. ADP-Glo luminescence, 60 min. 320,000 tested, 0.1% active. P49840;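 in the data active = inhibition above about 50%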;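 also: GST-tagged GSK-3 alpha with peptide substrate and 25 µM ATP; 0% = DMSO neutral wells and 100% = GW8510 positive control wells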
Target sequence (P49840 whole entry, looked up): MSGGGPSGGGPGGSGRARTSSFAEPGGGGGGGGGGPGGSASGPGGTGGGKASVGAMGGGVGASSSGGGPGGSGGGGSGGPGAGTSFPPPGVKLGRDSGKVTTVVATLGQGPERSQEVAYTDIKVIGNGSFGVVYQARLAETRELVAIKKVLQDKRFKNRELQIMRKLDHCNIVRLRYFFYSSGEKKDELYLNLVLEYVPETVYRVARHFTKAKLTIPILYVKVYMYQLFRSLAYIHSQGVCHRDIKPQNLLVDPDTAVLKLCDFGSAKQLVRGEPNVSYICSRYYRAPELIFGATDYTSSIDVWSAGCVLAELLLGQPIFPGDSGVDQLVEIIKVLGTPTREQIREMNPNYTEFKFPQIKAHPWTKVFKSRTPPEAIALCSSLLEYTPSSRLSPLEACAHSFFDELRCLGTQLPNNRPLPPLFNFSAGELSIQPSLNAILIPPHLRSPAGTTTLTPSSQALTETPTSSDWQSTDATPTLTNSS
GSK3B inh – blocks human GSK3beta kinase activity. 300,000 tested, 0.038% active. activity score (negative = inhibition), % at 10 µM. GST-GSK3beta kinase, ADP-Glo luminescence, 60 min; active compounds read low. P49841. AID 2097;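 active = more than half of replicate wells score below -50%, meaning over 50% inhibition versus plate controls; inconclusive = some replicates but at most half score below -50%; inactive = no replicate scores below -50%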;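 also: 0% = median DMSO wells and -100% = median GW8510 positive control wells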
Target sequence (P49841 whole entry, looked up): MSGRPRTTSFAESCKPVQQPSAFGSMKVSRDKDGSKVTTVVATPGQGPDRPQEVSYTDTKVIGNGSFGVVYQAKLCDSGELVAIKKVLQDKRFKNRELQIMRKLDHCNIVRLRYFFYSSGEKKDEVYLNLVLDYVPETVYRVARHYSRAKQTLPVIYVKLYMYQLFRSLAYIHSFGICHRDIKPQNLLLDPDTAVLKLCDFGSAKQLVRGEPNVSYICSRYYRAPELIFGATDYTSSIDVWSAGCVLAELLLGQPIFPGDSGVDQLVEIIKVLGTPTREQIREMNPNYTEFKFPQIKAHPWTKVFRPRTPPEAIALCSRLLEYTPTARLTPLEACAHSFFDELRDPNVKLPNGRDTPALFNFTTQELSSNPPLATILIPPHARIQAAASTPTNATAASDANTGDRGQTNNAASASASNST
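Test system – GST-tagged human GSK3beta kinase, cell-free · Incubation – 60 min enzyme reaction, room temperature · Signal – ADP-Glo luminescence · Also added – peptide substrate and ATP at 25 µM · Controls – DMSO neutral wells and GW8510 at 20 µM as positive · Buffer or medium – Tris/MgCl2 kinase buffer · Measure – Luminescence-derived activity versus plate DMSO and GW8510 wells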
HSF1 inhib – HSF1 inhibition; NIH3T3-HGL HSE-luciferase, MG132-induced, luminescence 8 h; active compounds read low; activity change, negative = inhibition, % at 7.5 µM (by protocol); 300,000 tested, 0.77% active; AID 2098;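 active = more than half of replicate wells show activity change below -50%, luminescence cut by over half; inconclusive = some wells, but at most half, below -50%; inactive = no replicate well below -50%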;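 also: luciferase reports HSF-1 transcriptional activity via heat shock element; 0% = median of DMSO wells and -100% = zero luminescence signal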
An asterisk follows results filed as active; i = inactive; ? = inconclusive; · = not tested or not shown; & = joins results of further samples.

cpd	SMILES	GSK3A inh	HSF1 inhib	KLF5 inhibitor	PolyA inhibitor	GSK3B inh	HSF1 activator	AI-2 QS modul	IEC-6 cytotox	HSP90 refold inh	aSyn 5UTR inh
1	CCN1CCN(S(=O)(=O)c2ccc(Br)s2)CC1	-2	-9	-1	i	0	3	20	2	1	33
2	CCOc1ccc(NC(=O)C(Cc2ccccc2)N2C(=O)c3cccc4cccc(c34)C2=O)cc1 (stereo unspecified)	-9	1	-15	i	0	-3	29	4	-1	10
3	Cc1ccc(NC(=O)C2CCCN(c3ncccn3)C2)cc1F (stereo unspecified)	-2	23	-103	i	-3	60*	17	4	-3	-269
4	CCOC(=O)C1CCN(C(=O)CN2C(=O)c3cccnc3Oc3ccccc32)CC1	-1	-8	10	i	1	3	21	-4	-1	-10
5	CCC(=O)Nc1ccc(C(=O)CSc2nnc(-c3ccc(NS(=O)(=O)CC)cc3)o2)cc1OC	0	-3	7	i	-2	-1	28	2	2	14
6	S=C(NC1CCCCC1)N1CCN(C/C=C/c2ccccc2)CC1	0	19	-12	i	0	29	21	-10	2	-13
7	CCCCNC(=S)Nc1ccc(C(F)(F)F)cc1	2	10	-5	i	0	15	-15	2	1	-58
8	OCC[C@@H]1C[C@@H](O)[C@H](O)[C@@]2(CCc3ccccc3O2)O1	0	-6	-18	i	1	-1	32	-2	-1	-10
9	Cc1nc2ccc(NC(=O)c3cc(S(=O)(=O)N(C)c4ccccc4)ccc3Cl)cc2s1	-2	-1	-30	·	0	11	34	4	0	-9
10	CNc1nc(SCc2ccc(C)cc2)nc2c1CCCC2	-3	14	-29	i	1	30	8	-10	-3	-18
11	CCOC(=O)c1c(NC(=O)CC)sc(C(=O)N2CCCCC2)c1C	-1	·	2	i	0	·	3	3	5	21
12	COc1ccccc1NC(=O)C(C)OC(=O)Cn1cnc2c1c(=O)n(C)c(=O)n2C (stereo unspecified)	-4	-2	·	i	4	10	20	·	·	5
13	CCOC(=O)c1ccc(NC(=O)COc2ccc(S(=O)(=O)NC(C)CC)cc2)cc1 (stereo unspecified)	-1	4	4	i	-1	3	14	-7	1	21
14	CCCCC1=NN(C(=O)c2cccnc2)C(O)(C(F)(F)F)C1 (stereo unspecified)	-1	-7	-18	i	-1	14	27	3	2	11
15	CCOc1ccc(/C=C/C(=O)OCC(=O)NCCc2ccc(OCC)c(OCC)c2)cc1OC	-1	8	·	i	0	-3	25	·	·	9
16	CCN(CC)S(=O)(=O)c1ccc2[nH]cc(C(=O)NCCc3ccc(OC)c(OC)c3)c(=O)c2c1	2	2	-38	i	-4	-1	42	-1	-2	24
17	Cc1c(NC(=O)CN2C(=O)c3ccccc3C2=O)c(=O)n(-c2ccccc2)n1C	3	·	-24	i	-4	·	29	-3	6	10
18	CCOc1[nH]n(-c2ccccc2)c(=O)c1C=Nc1ccc(C)cc1	-1	-14	-20	i	2	-27	13	-5	0	21
19	CCN1CCN(c2ncnc3c2nnn3Cc2ccccc2)CC1	0	1	2	i	4	-4	0	1	3	-11
20	Cc1ccc(-c2cc(C(=O)Nc3ccc(S(=O)(=O)Nc4nccs4)cc3)c3ccccc3n2)c(C)c1	-1	-4	3	i	3	14	43	-2	2	4

Some entries already given, reduced to HSF1 inhib:
| cpd | SMILES | HSF1 inhib |
| --- | --- | --- |
| 13 | CCOC(=O)c1ccc(NC(=O)COc2ccc(S(=O)(=O)NC(C)CC)cc2)cc1 (stereo unspecified) | 4 |
| 14 | CCCCC1=NN(C(=O)c2cccnc2)C(O)(C(F)(F)F)C1 (stereo unspecified) | -7 |

(continued)
cpd	SMILES	GSK3A inh	HSF1 inhib	KLF5 inhibitor	PolyA inhibitor	GSK3B inh	HSF1 activator	AI-2 QS modul	IEC-6 cytotox	HSP90 refold inh	aSyn 5UTR inh
21	O=C(Cc1cc(=O)[nH][nH]1)N/N=C/c1cccc(Cl)c1Cl	2&7	-2&-10	12&19	i	-4&1	-7&-10	28&13	-5&3	8&2	9&-2
22	CCOC(=O)C(C)c1nn(C)c(=O)c2ccccc12 (stereo unspecified)	-1	-2	-14	i	1	-8	13	0	-3	6
23	CC(C)CNc1nc(Oc2ccc(=O)n(-c3ccccc3)n2)nc(N2CCOCC2)n1	-3	-7	7	i	3	-6	18	3	-2	23
24	COc1ccc(-c2cc(C)no2)cc1S(=O)(=O)N1CC(=O)Nc2ccccc21	3	9	-4	i	3	10	5	9	5	10
25	C=CCn1c(O)c(N=Nc2nc3ccccc3c(=O)n2-c2ccccc2)c2ccccc21	-2	-1	-33	i	2	25	22	7	-5	-24
26	CCNc1nc(Oc2ccc(F)cc2)cc(C(F)(F)F)n1	-1	?	-3	i	-5	-74	-4	5	0	-3
27	O=[N+]([O-])c1cc(C(F)(F)F)cc([N+](=O)[O-])c1NCCCNc1ccc([N+](=O)[O-])c2cccnc12	1	0	-16	i	0	7	38	2	6	3
28	CCOC(=O)c1c(/N=C/c2ccc(C)cc2O)sc2c1CCC2	-5	-4	-6	i	0	29	10	-2	0	3
29	CCOc1ccc(NS(=O)(=O)c2ccc3c(c2)CCN3C(=O)CCC(=O)O)cc1	-1	-3	-30	i	0	21	21	5	2	23
30	Cc1ccc(S(=O)(=O)N(CC(=O)NCc2ccco2)c2ccccc2C)cc1	-1	4	-6	i	0	9	6	-2	-2	3
31	CC(C)C(=O)NC(CC(=O)O)c1ccccc1 (stereo unspecified)	-2	-20	6	i	0	-18	10	0	3	5
32	O=C(NCCCN1CCOCC1)C(=O)N/N=C/c1ccc(F)cc1	-1	·	-3	i	4	·	15	-3	0	-4
33	COc1cc2c(cc1OC)-c1cc(Nc3ccccc3)nc(=O)n1CC2	0	1	5	i	0	-2	6	4	13	6
34	Cc1ccc(CN2CCN(Cc3ccc(C)s3)CC2CCO)cc1 (stereo unspecified)	-3	2	-11	i	0	8	21	-4	-2	14
35	CC(=O)NCC(=O)OCC(=O)c1ccc(C)cc1	-3	-1	-19	·	-2	1	-1	8	4	-12
36	Cc1onc(-c2ccccc2Cl)c1C(=O)N1CCC(C)CC1	1	-8	-13	i	2	-23	24	2	0	10
37	CCCc1ccc(C(C)NC(=S)NC2CCCCC2)cc1 (stereo unspecified)	-1	5	-30	i	3	43	1	-6	-5	12
38	N#Cc1c(NC(=S)NC(=O)c2ccccc2)sc2c1CCN(CCc1ccccc1)C2	-3	-7	-32	i	3	12	9	6	1	-24
39	Cc1cc(C)n2nc(C(=O)NC3CCCc4ccccc43)nc2n1 (stereo unspecified)	0	-2	-10	i	2	-7	20	-2	2	36
40	Cc1cc(OCc2cc(C(=O)N(C)Cc3ccccn3)no2)cc(C)c1Cl	0	29	-134	i	2	35	11	-3	-4	-77
41	COc1ccc(-c2nnc(C3CCN(S(=O)(=O)c4ccccc4)CC3)o2)cc1	3	-2	-7	i	3	8	18	-2	4	-24
42	Nc1ccc(Oc2c(Cl)cccc2Cl)nc1	-3	6	0	i	-4	12	7	0	2	-4
43	Cc1cccc(Cn2c(=O)c3c(nc4n3CCCN4Cc3ccccc3)n(C)c2=O)c1	1	-7	-19	i	3	-20	12	5	3	40
44	Cc1nn(-c2ccc(Cl)cc2)c(Cl)c1/C=C(\C#N)C(N)=O	·	5	1	i	-1	8	18	8	-2	-45
45	Cc1nnc2ccc(-c3cccc(NC(=O)c4ccc(Br)o4)c3)nn12	0	-1	3	i	-1	25	14	4	-6	-10
46	C=CCn1c(SCC(=O)N(CCO)CCO)nc2sc3c(c2c1=O)CCC3	-2	-6	-26	i	-4	-13	23	-6	-2	8
47	Cc1ccc2[nH]c(=O)c(CN(CCc3ccccc3)C(=O)N3CCOCC3)cc2c1	-1	-4	-21	i	0	10	-14	-2	1	13
48	OCCC1CN(Cc2cccc(O)c2)CCN1CCc1ccccc1 (stereo unspecified)	0	-6	9	i	2	19	14	5	4	-6
49	CCCN(Cc1ccccc1)C(=S)NC(=O)c1ccccc1[N+](=O)[O-]	1	-60*	5	i	4	-67	21	5	-1	15
50	COc1ccc(N2CC(C(=O)Nc3nnc(SCC(=O)NCc4ccco4)s3)CC2=O)cc1 (stereo unspecified)	0	-1	-17	i	2	-4	11	-4	8	-2
51	CC(=O)Nc1ccc(-c2cc(C(=O)O)c3ccc(C)cc3n2)cc1	1	-13	-11	i	-3	-14	14	1	1	-9
52	COc1ccc(C)cc1NC(=O)NCc1ccccc1F	5	4	-5	i	0	-1	23	3	2	-27
53	CC1=NN(CCc2ccccn2)C(=O)CC1	3	1	·	i	3	12	17	·	·	-13
54	CC(C)n1c(O)c(N=NC(=O)CNC(=O)Cc2ccc(Cl)cc2)c2ccccc21	-2	-3	19	i	0	-28	14	4	-3	4
55	Cc1cccc2cc(CN(Cc3ccco3)C(=O)c3ccco3)c(=O)[nH]c12	-2	5	0	i	-3	6	0	-8	-4	-4
56	Cc1ccc(SCc2[nH]nc3c2C(c2ccco2)C(C#N)=C(N)O3)cc1 (stereo unspecified)	1	19	-3	i	1	29	21	0	5	-17

This is a subset; rates above refer to the full screens.
